High-throughput results deposited in PubChem by National Center for Advancing Translational Sciences (NCATS).
Epigenetic reg = derepresses silenced GFP reporter in murine cells; murine LDR cells, GFP reporter derepression, 30 h; Potency, µM (series often up to 53.9 µM), for the others: at the top dose GFP activation, actives largely listed as activators; 280,000 compounds, 0.2% hits; also: % of control where 0% means no effect; nearly all actives have a fitted effect of over 60% in size
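GFP-positive cell count by laser-scanning cytometry (objects 20–120 um) after 30 h, 37 C compound exposure of murine LDR cells; reporter is CMV-GFP integrated at a silenced locus, inducible by HDAC or DNMT inhibitors.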
aGlu spleen mod = inhibits or activates alpha-glucosidase in human spleen homogenate; 240,000 compounds, 0.006% hits; P10253; human spleen homogenate, 4-MU-alpha-glucoside fluorescence; Potency, µM (series often up to 79.9 µM), for the others: top-dose activity change, negative = inhibition, usual class: inhibitors;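 also: 0% = enzyme with vehicle and -100% = no enzyme basal signal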
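AC50 values come from Hill-equation fits of concentration-response data, normalized to no-enzyme and full-activity controls. Enzyme source: 1 ug human spleen homogenate; 1 mM fluorogenic 4-MU glucoside, pH 5.0 citrate buffer, 37 C, 40 min.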
GAA inhib = alpha-glucosidase (human) inhibition | 200,000 compounds, 0.005% hits | AID 1466 | purified human GAA, 4-MU-alpha-glucoside fluorescence | Potency, µM (top dose mostly 76.9 µM), inactives show at the highest dose activity change, negative = inhibition, usual class: inhibitors;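 also: plate controls were uninhibited enzyme wells for no effect and no-enzyme background for full effect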
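Enzyme (4 nM final) mixed with compound (up to 77 uM), then 4-MU-alpha-D-pyranoside (400 uM final) added; 20 min at room temperature, pH 5.0. Reaction stopped at pH 10, fluorescence read, AC50 derived by Hill fit.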
GLA spleen mod = alpha-galactosidase A (human) modulation | Potency, µM (highest dose often 80 µM), without a hit: top-dose activity change, negative = inhibition, actives largely listed as inhibitors | human spleen homogenate, 4MU-alpha-Gal fluorescence, 40 min | P06280 | 240,000 compounds, 0.008% hits;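 also: 0% = enzyme with vehicle and -100% = no enzyme basal signal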
Target sequence (P06280 32-429 limits assumed): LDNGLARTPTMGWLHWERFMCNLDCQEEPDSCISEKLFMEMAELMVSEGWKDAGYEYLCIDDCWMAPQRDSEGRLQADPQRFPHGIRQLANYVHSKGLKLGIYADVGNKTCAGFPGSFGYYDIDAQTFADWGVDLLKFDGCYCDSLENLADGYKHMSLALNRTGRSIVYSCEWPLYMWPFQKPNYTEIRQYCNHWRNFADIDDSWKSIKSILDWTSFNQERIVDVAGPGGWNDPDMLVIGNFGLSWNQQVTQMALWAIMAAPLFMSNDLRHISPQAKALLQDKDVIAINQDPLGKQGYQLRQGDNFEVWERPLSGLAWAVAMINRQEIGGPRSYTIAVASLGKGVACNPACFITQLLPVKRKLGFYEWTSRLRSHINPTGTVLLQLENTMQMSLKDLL
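Human spleen homogenate (1 ug) as enzyme source, 4-methylumbelliferyl-alpha-D-galactopyranoside 1 mM final, citrate/phosphate pH 5.0 with 0.01% Tween-20. Compounds 40 min at 37C, NaOH/glycine stop; fluorescence Ex 365/Em 440, Hill-fit AC50.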
ALDH1A1 inh = ALDH1A1 (human) enzyme inhibition. P00352. Purified ALDH1A1, NADH fluorescence, propionaldehyde substrate. Potency, µM (highest dose often 75.3 µM), without a hit: at the top dose activity, negative = inhibition, actives largely listed as inhibitors. 220,000 compounds, 7.3% hits. AID 1030; active = well fitted inhibition curve with a large enough effect, not every such curve was filed as active; inconclusive = small, poorly fitted or top-dose-only effect, or another doubt; inactive = no such curve, though single readings can be large or run the other way;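 also: plate controls were no enzyme wells and a reference inhibitor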
GAA glycogen = inhibitors or activators of human alpha-glucosidase glycogen cleavage; P10253; recombinant GAA, glycogen substrate, Amplex Red glucose oxidase fluorescence; Potency, µM (top dose mostly 76.4 µM), for inactives: at the highest dose activity change, negative = inhibition, actives largely listed as inhibitors; 300,000 compounds, 0.38% hits; AID 2100;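 also: 0% = full enzyme reaction and -100% = no-enzyme basal signal; the screen sought inhibitors and activators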
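Recombinant human enzyme (4 nM); glycogen substrate; 37 C, 40 min, pH 5.0. Readout: coupled glucose oxidase/Amplex Red fluorescence.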
Tau fluor counter = counter-screen for tau fibril formation inhibitors; tau K18 P301L (four-repeat tau fragment) Alexa594 fluorescence, heparin fibrillization; Potency, µM (doses to about 57.7 µM), inactives show at the top dose activity change, negative = decrease; 280,000 compounds, 0.93% hits; AID 1463; also: % is scaled to controls: 0 for no effect and ±100 for the full control effect; nearly all actives have a fitted effect of over 55% in size
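Human K18 P301L tau (15 uM unlabeled plus 0.24 uM Alexa 594-labeled, final) in 100 mM sodium acetate pH 7 was mixed with compound and 20 uM heparin and incubated 6 hr at 37 C.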
NPSR antagonist = antagonists of human neuropeptide S receptor cAMP signaling | Q6W5P4 | CHO-NPSR cells, cAMP TR-FRET, antagonist mode | Potency, µM (top dose mostly 38.3 µM), without a hit: at the top dose activity change, negative = inhibition, hits mostly inhibitors | 220,000 compounds, 1% hits | AID 1461; also: % is scaled to controls: 0 for no effect and ±100 for the full control effect; nearly all actives have a fitted effect of over 50% in size; many of its hits are not listed in these tables
Target sequence (Q6W5P4 whole entry, looked up): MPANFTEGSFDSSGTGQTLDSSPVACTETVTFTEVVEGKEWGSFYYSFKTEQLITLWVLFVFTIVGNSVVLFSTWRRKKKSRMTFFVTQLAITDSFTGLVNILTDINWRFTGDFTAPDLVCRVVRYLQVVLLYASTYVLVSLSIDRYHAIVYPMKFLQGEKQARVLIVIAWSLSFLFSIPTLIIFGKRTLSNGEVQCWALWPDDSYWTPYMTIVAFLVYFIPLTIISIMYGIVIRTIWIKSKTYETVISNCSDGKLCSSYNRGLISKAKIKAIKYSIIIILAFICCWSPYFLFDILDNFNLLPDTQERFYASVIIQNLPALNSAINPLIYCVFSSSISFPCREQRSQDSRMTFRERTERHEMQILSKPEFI
The depositor's hits bear a star; ? = inconclusive; . = not tested or not shown; & = joins results of further samples; [ ] = remark or other dose. Unless noted, calls follow the shape of the dose curve; as a rule, active = well fitted curve in the direction sought with a large enough effect; inconclusive = small, poorly fitted or top-dose-only effect, or another doubt; inactive = no such curve, though single readings can be large; an effect the other way counts as inactive or inconclusive. Potency is read from the fitted curve at half-maximal effect. A portion of the library, so the mix of outcomes need not match the whole.

SMILES | Epigenetic reg | aGlu spleen mod | GAA inhib | GLA spleen mod | ALDH1A1 inh | GAA glycogen | Tau fluor counter | NPSR antagonist
Cc1ccccc1C(=O)NNC(=O)C(=O)N1CCCCC1 | 0.0% | -1% | -4% | 4% | 6% | -1% | 1% | 7%
CC1CCN(C(=O)CSc2nnc(CSc3ncccn3)n2C)CC1 | -1.9% | -16% | 3% | -25% | 2% | 11% | 7% | 12%[46.1 µM]
Cc1ccc(C)c(CN2CCCN(C(=O)Cn3ncc4c3-c3ccccc3OC4)C2)c1 | -2.7% | -2% | -4% | 0% | 0% | -5% | 2% | -20%[46.1 µM]
CCn1nnnc1SCC(=O)N1CCOCC1 | 0.2% | -8% | -4% | -8% | 0% | -4% | 1% | 7%[46.1 µM]
O=C(c1ccc2c(=O)n(-c3ccccc3)c(=O)[nH]c2c1)N1CCN(c2ccc(F)cc2)CC1 | -1.7% | -3% | 3% | 8% | -8% | 4% | -9% | -4%[46.1 µM]
Cc1ccc(NC(=O)Nc2c(Cl)cccc2Cl)cn1 | 5.9% | 1% | . | 3% | . | 8% | 0% | ?
CN(C)C(CNc1ncnc2sc3c(c12)CCCC3)c1ccco1 (stereo unspecified) | -0.3% | 5% | -5% | 3% | 1% | -1% | -12% | -40%
Nc1ccccc1-n1cccc1 | 1.3% | -3% | ? | -6% | -4% | 4% | -5% | -4%
N=C(N)SCCc1ccc(OCc2ccc([N+](=O)[O-])cc2)cc1 | 4.1% | 2% | . | -10% | ? | . | ? | .
CCOC(=O)C(=CNc1ccc(N2CCOCC2)cc1)C(=O)OCC | 1.1% | 0% | -5% | -4% | 6% | 3% | -19% | 24%
Cc1cccc(N2C(=O)CC(N3CCN(c4ccccn4)CC3)C2=O)c1 (stereo unspecified) | 0.0% | -3% | 12% | 4% | -6% | -10% | 6% | 10%
C=C1CCN(C(Cc2ccccc2)C(=O)OC)S(=O)(=O)c2ccc(F)cc21 (stereo unspecified) | 0.0% | 0%&-6% | . | 4%&1% | . | -5% | -11% | -18%
COc1ccc(-n2nnnc2SCC(=O)NC(=O)Nc2ccc3c(c2)OCCO3)cc1 | 5.9% | -2% | 1% | -6% | -3% | -6% | ? | -17%[46.1 µM]
Cc1cc(C)n(C(C)n2nc(C)cc2C)n1 | -2.3% | -9% | 4% | -2% | 4% | 4% | 4% | -2%[46.1 µM]
CCc1nn(CC(=O)N2CCN(Cc3ccc4c(c3)OCO4)CC2)c(=O)c2cc3occc3n12 | -1.0% | 7% | -1% | 6% | 1% | -1% | -11% | 1%
CN(C(=O)CSc1ccccc1C(=O)O)C1CCCCC1 | 1.8% | 10% | 4% | 2% | 3.2µM* | -21% | -7% | -5%[46.1 µM]
CCOC(=O)CSc1nc(-c2ccccc2)cc(C(F)(F)F)n1 | 3.5% | -4% | -1% | 0% | ? | -9% | -18% | -11%[46.1 µM]
CC1(C)CC(=O)/C(=C(/O)CCCN2C(=O)c3ccccc3C2=O)C(=NC(C)(C)C)C1 | -0.2% | 1% | 2% | 4% | 2% | 4% | 3% | -6%
CCOC(=O)c1nn(C)c(C)c1Cl | 1.0% | -13% | -3% | 1% | 8% | -3% | 9% | 11%
COc1ccc(C2C(=O)N(C3CCCCC3)CC(=O)N2CC2COc3ccccc3O2)cc1 (stereo unspecified) | 0.8% | -12% | 1% | -3% | -15% | 2% | -4% | -15%[46.1 µM]

The closing 4 records of the part before are carried over, then new ones follow.
SMILES | Epigenetic reg | aGlu spleen mod | GAA inhib | GLA spleen mod | ALDH1A1 inh | GAA glycogen | Tau fluor counter | NPSR antagonist
CCOC(=O)CSc1nc(-c2ccccc2)cc(C(F)(F)F)n1 | 3.5% | -4% | -1% | 0% | ? | -9% | -18% | -11%[46.1 µM]
CC1(C)CC(=O)/C(=C(/O)CCCN2C(=O)c3ccccc3C2=O)C(=NC(C)(C)C)C1 | -0.2% | 1% | 2% | 4% | 2% | 4% | 3% | -6%
CCOC(=O)c1nn(C)c(C)c1Cl | 1.0% | -13% | -3% | 1% | 8% | -3% | 9% | 11%
COc1ccc(C2C(=O)N(C3CCCCC3)CC(=O)N2CC2COc3ccccc3O2)cc1 (stereo unspecified) | 0.8% | -12% | 1% | -3% | -15% | 2% | -4% | -15%[46.1 µM]
CCOC(=O)N1CCN(S(=O)(=O)Cc2ccccc2)CC1 | -1.3% | ? | -1% | 21% | 6% | -1% | 5% | -7%[46.1 µM]
O=C(NCc1ccc(F)cc1)c1ccccc1OCc1ccccc1 | 0.0% | -7% | 2% | -1% | 5% | 9% | -19% | -12%
c1ccc2c(c1)nc(N1CCCCC1)c1ccccc12 | -4.9% | -1% | . | 1% | . | 7% | -16% | -51%
CCOc1ccc(/C=C2\SC(=S)N(NS(=O)(=O)c3ccc(C)cc3)C2=O)cc1OC | -2.0% | -13% | . | -15% | . | 2% | -3% | -23%
CC(=O)Nc1ccc(NC(=O)CSc2ncnn2-c2ccccc2)cc1 | -0.9% | 0% | 1% | 3% | 7% | 4% | -6% | -10%[46.1 µM]
CCn1c(SCC(=O)Nc2nc3c(s2)CCCC3)nnc1-c1ccccc1 | 0.7% | -10% | -4% | ? | ? | 5% | 0% | -9%[46.1 µM]
O=C(CN1CCCC1)NN=C(c1ccccc1)c1ccccc1 | 5.1% | -9% | 0% | -10% | -4% | -8% | 3% | 9%
COc1ccc(CCn2c(=S)[nH]c3cc(C(=O)N4CCOCC4)ccc3c2=O)cc1OC | 0.1% | -2% | -12% | -9% | ? | 2% | -6% | -16%
O=C(OCC#CCSc1nnc(-c2ccncc2)o1)c1cccs1 | 1.1% | -8% | 3% | -13% | -1% | 5% | -8% | -9%[46.1 µM]
O=C(/C=C/c1cccc(F)c1)N1CCN(c2ncccn2)CC1 | -0.4% | 2% | 4% | 3% | -40% | -4% | 7% | 1%
CCOC(=O)N1CCN(C(=O)CNC(=O)Cn2cnc3ccccc3c2=O)CC1 | -2.8% | 2% | -13% | -1% | 2% | 0% | -6% | 6%
O=C(NCc1ccc(Cl)cc1Cl)C1CCN(S(=O)(=O)c2ccc3c(c2)OCCCO3)CC1 | 11% | -2% | -12% | 1% | ? | -7% | -16% | -18%[46.1 µM]
Cc1c(Cl)ccc(S(=O)(=O)N2CCN=C2c2ccccc2)c1Cl | -1.0% | 1% | 4% | 3% | 4% | -2% | -9% | -21%
CCOCCCNCC(=O)N1CCN(S(=O)(=O)c2ccc(C)cc2)CC1 | -3.2% | -15% | 2% | -5% | ? | -17% | 3% | 3%[46.1 µM]
CC(C)(C)c1ccc(C(=O)NC(=S)Nc2ccc(N3CCOCC3)cc2)cc1 | -1.8% | -2% | 0% | -3% | 10µM* | -1% | -24% | 24%
COc1ccc(S(=O)(=O)N(C)CC(=O)Nc2ccccc2OC)cc1C | 0.0% | -3% | 7% | 4% | -2% | 3% | -10% | 11%[46.1 µM]
CCCn1c(C(Cc2ccccc2)NC(=O)COC)nc2ccccc21 (stereo unspecified) | -0.8% | 1% | -11% | 1% | 1% | 0% | -3% | -13%[46.1 µM]
Cn1nc(-c2ccc(C(=O)Nc3cccc(Cl)c3)cc2)c2ccccc2c1=O | 6.0% | -17% | -5% | -6% | 2% | -3% | ? | -8%[46.1 µM]
O=C(NCCCn1ccnc1)/C(=C\c1cccs1)NC(=O)c1ccco1 | -1.3% | -5% | 2% | -2% | 1% | -3% | 13% | 5%
O=C(Nc1ccc(N2CCOCC2)cc1)C1(c2ccc(Cl)cc2)CCC1 | -1.6% | -2% | -3% | -6% | -6% | 1% | -22% | -29%
O=c1c2c3c(sc2nc(N2CCNCC2)n1-c1cccc(Cl)c1)CCCCC3 | 2.1% | 2% | . | 0% | . | 8% | -6% | -8%
O=C1c2oc3ccccc3c(=O)c2C(c2cccs2)N1CCCN1CCOCC1 (stereo unspecified) | 0.0% | -4% | 0% | -2% | ? | -9% | -5% | -12%[46.1 µM]
COCC(=O)N1CCN(c2ccc([N+](=O)[O-])cc2)CC1 | 0.0% | -9% | -2% | -14% | -3% | 4% | -11% | 4%[46.1 µM]
CCc1ccc(NC(=O)N(CCCN2CCOCC2)Cc2cccs2)cc1 | 2.9% | 5% | -1% | 11% | 1% | 7% | -4% | -4%[46.1 µM]
NNC(=O)CCN1CCCCC1 | 1.1% | 5% | 1% | -4% | 15% | -5% | -5% | 12%
CC(NS(=O)(=O)c1cccc(S(=O)(=O)c2ccccc2)c1)C(=O)O (stereo unspecified) | 0.0% | -8% | 2% | -1% | 4% | -3% | -5% | -23%
COCCN1Cc2cccc(C(=O)Nc3ccc(C)cc3)c2C1=O | -1.3% | -3% | 2% | 2% | -5% | 4% | -16% | -25%
CC(C(=O)NCc1cccnc1)N1C(=O)c2ccccc2C1=O (stereo unspecified) | -2.0% | 0% | 3% | 2% | 7% | 4% | 6% | 0%[46.1 µM]
O=C(CSc1ccccn1)Nc1cccc([N+](=O)[O-])c1 | -0.2% | 7% | -6% | 6% | ? | 8% | -5% | -7%
COc1cc(C(=O)N2CCCc3ccccc32)cc(OC)c1OC | 3.5% | -3% | 3% | 11% | -3% | -1% | -6% | -10%[46.1 µM]
O=C(Nc1cc(-c2ccccc2)[nH]n1)c1ccccc1F | -1.1% | 5% | . | 4% | . | 2% | -7% | -2%
O=C1CN(C(=O)COC(=O)/C=C/c2ccc(S(=O)(=O)N3CCOCC3)cc2)c2ccccc2N1 | -0.1% | -3% | -3% | 0% | -3% | -5% | 1% | 0%
C=C1CC23C[C@H]4[C@@H]5[C@@]6(C)C[C@H](OC(=O)c7ccccc7)[C@@H](OC(C)=O)[C@]57[C@@H]2[C@@H](OC(C)=O)[C@H]1[C@@H](O)[C@H]3[C@H]7N4C6 | -0.3%[16.9 µM] | 1%[29.1 µM] | . | -4%[29.1 µM] | 13%[20.9 µM] | . | . | .
CC(=O)N(NC(N)=O)C(C)CC(=O)C1C(C)C=CCC1(C)C (stereo unspecified) | -0.6% | 6% | . | 1% | . | 4% | -7% | 42%
CC1(C)CC2CC(C)(CN2C(=O)CCCN2C(=O)c3ccccc3C2=O)C1 (stereo unspecified) | -1.0% | -6% | -11% | 6% | ? | 0% | -11% | -10%[46.1 µM]
